Compound activity as filed in PubChem BioAssay.
N370S GC mod = inhibits or activates N370S mutant glucocerebrosidase; P04062; N370S GC spleen homogenate, 4MU-glucoside fluorescence; Potency, µM (titrated, usually from 59.4 µM), for the others: at the highest dose activity change, negative = inhibition, actives largely listed as inhibitors; actives 0.092% (n = 330,000); AID 2101;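 further: 0% = full enzyme activity and -100% = no enzyme basal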
FEN1 inh = human FEN1 inhibition; actives 0.35% (n = 390,000); Recombinant FEN1 flap cleavage, fluorescence, 15 min; P39748; Potency, µM (titrated, usually from 114 µM), for inactives: at the top dose activity change, negative = inhibition, usual class: inhibitors; further: nearly all actives have a fitted effect of over 65% in size
Target sequence (P39748 whole entry, looked up): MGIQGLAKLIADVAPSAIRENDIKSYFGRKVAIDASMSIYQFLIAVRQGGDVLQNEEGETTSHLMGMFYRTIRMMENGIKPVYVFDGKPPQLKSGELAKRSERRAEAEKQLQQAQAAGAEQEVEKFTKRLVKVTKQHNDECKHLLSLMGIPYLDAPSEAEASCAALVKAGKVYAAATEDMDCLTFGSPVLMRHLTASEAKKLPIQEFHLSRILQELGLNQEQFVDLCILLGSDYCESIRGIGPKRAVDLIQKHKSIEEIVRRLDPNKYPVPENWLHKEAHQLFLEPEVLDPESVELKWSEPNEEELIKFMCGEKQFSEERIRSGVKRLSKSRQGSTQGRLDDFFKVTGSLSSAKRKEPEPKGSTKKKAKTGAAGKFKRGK
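FEN1 at 10 nM, compound pretreatment for 15 min (room temperature), 50 nM final substrate to initiate; endpoint reads at 0 and 15 min; DMSO-only plates used as vehicle background.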
TDP1 cell CPT = DT40-hTDP1 cell growth loss with CPT; chicken DT40 Tdp1-/-;hTDP1 cells + 20 nM CPT, ATP luminescence, 48 h; actives 12% (n = 420,000); AID 686979; Potency, µM (series often up to 46.2 µM), for inactives: at the highest dose activity change, negative = growth inhibition, actives largely listed as inhibitors; further: nearly all actives have a fitted effect of over 55% in size
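Cell growth measured by CellTiter-Glo luminescence after a minimum 48 h, 37 C compound exposure with 20 nM CPT in Tdp1-knockout DT40 cells stably expressing hTDP1, seeded 400/well; qHTS titration format.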
Starred values were filed as active, the others as inactive; ? = inconclusive; . = no result given; & = joins results of further samples. The call rests on the fitted dose curve; in most records, active means well fitted curve in the direction sought with a large enough effect; inconclusive means small, poorly fitted or top-dose-only effect, or another doubt; inactive means no such curve, though single readings can be large; an effect the other way counts as inactive or inconclusive. Unless noted, on the % scale 0 is the no-effect control and ±100 the full control effect; potency means the concentration at half of the fitted maximal effect. This is a subset. The share of hits here may be higher or lower than overall.

SMILES	N370S GC mod	FEN1 inh	TDP1 cell CPT
COc1ccc(/C=C2\SC(=S)N(CCCC(=O)N3CCOCC3)C2=O)cc1	.	-12.7%	?
Cc1ccc(S(=O)(=O)NCCC(=O)Nc2cccc(S(N)(=O)=O)c2)cc1C	-7.7%	1.4%	-27.5%
Cc1nc2ccc(Br)cc2c(-c2ccccc2)c1C(=O)O	9.9%	-1.2%	-25.1%
COc1ccc(C(=O)NNC(=O)C2CCN(S(=O)(=O)c3ccc(C)cc3)CC2)cc1	-2.1%	11.2%	-0.1%
Nc1ccc2nc(-c3cccc(-c4nc5ccc(N)cc5[nH]4)c3)[nH]c2c1	-6.4%	?	5.0%
Cc1csc(SCC(=O)Nc2nncs2)n1	-2.5%	14.8%	-3.6%
CC(C)n1ncc2c(C(=O)N3CCN(c4ccc(F)cc4)CC3)cc(-c3ccccc3)nc21	.	-3.4%	?
O=C(NC1CCCCC1)C(c1cccnc1)N(C(=O)c1ccc(Cl)nc1)C1CCCCC1 (stereo unspecified)	4.5%	6.5%	-9.1%
CN(Cc1ccccc1)S(=O)(=O)c1ccc(OCC(=O)NCc2ccccn2)cc1	1.1%	-1.4%	-22.3%
O=c1[nH]n2c(=O)c3c([nH]c2c1N=Nc1cccc(Cl)c1)CCC3	4.9%	?	11.8%
O=C(CCN1C(=O)C2CC=C(Cl)CC2C1=O)Nc1ccccc1O (stereo unspecified)	-6.6%	-8.4%	-3.0%
CCN(c1ccccc1)S(=O)(=O)c1ccc(OC)c(NC(=O)CNCC(C)O)c1 (stereo unspecified)	24.3%	-1.9%	-21.6%
Cc1nc2c3cccnc3nn2c(C)c1CCC(=O)NCc1ccccc1Cl	.	10.8%	?
COc1cccc(Nc2nc3ccc(C(=O)c4ccccc4)cc3n3cnnc23)c1	4.4%	3.4%	-16.1%
CCOC(=O)C1=CN(Cc2cccc(F)c2)S(=O)(=O)NC1CCc1ccccc1 (stereo unspecified)	.	-25.5%	?
Cn1c(C(=O)N2CCCC(C(=O)NCc3ccc4c(c3)OCO4)C2)cc2sccc21 (stereo unspecified)	9.4%	-0.8%	?
COc1cc([N+](=O)[O-])ccc1NC(=O)Oc1ccc(NC(C)=O)cc1	-19.4%	16.3%	-3.1%
CCOC(=O)C1CCN(c2cc(C)nc3c(-c4ccccc4OC)c(C)nn23)CC1	.	-19.7%	18.4µM*
O=C(CSc1ccc(-c2cccc([N+](=O)[O-])c2)nn1)N1CCCCCC1	-0.1%	-13.8%	?
COc1ccc(C2Nc3ccccc3C(=O)N2Cc2ccccc2)cc1Cn1nnc2ccccc21 (stereo unspecified)	-1.8%	-9.5%	?

Ordered by molecular weight (largest number first): 3 of the compounds above
SMILES	N370S GC mod	FEN1 inh	TDP1 cell CPT
COc1ccc(C2Nc3ccccc3C(=O)N2Cc2ccccc2)cc1Cn1nnc2ccccc21 (stereo unspecified)	-1.8%	-9.5%	?
COc1cccc(Nc2nc3ccc(C(=O)c4ccccc4)cc3n3cnnc23)c1	4.4%	3.4%	-16.1%
Cc1csc(SCC(=O)Nc2nncs2)n1	-2.5%	14.8%	-3.6%

Carrying on.
SMILES	N370S GC mod	FEN1 inh	TDP1 cell CPT
Cc1noc(C)c1COC(=O)C(c1ccccc1)c1ccccc1	-4.5%	0.5%	9.9%
COc1ccc(-c2nnc(SCc3ncc(-c4ccccc4)o3)o2)cc1	28.4%	1.4%	-20.8%
CCN(CC)S(=O)(=O)c1ccc2[nH]c(=O)cc(C(=O)Nc3ccccc3N3CCCC3)c2c1	0.0%	8.4%	1.9%
CCN1C(=O)[C@H]2[C@@H](c3ccc(-c4ccccc4)cc3)N[C@@](CC(C)C)(C(=O)OC)[C@H]2C1=O	-24.4%	5.4%	25.9µM*
CN1C(=O)C(O)(c2sc(N)nc2-c2ccccc2)c2ccccc21 (stereo unspecified)	-5.0%	-18.7%	-14.1%
Nc1nnc2cc(Cl)ccc2n1	.	9.3%	?
Cc1cc(CSc2ccc(Cl)cc2)ccc1N	.	-7.7%	2.0%
CCCOc1ccccc1NS(=O)(=O)c1ccc2[nH]c(=O)[nH]c2c1	-1.8%	-11.4%	6.6%
Cc1cc(C)cc(NC(=O)CCC(=O)Nc2nnc(C(F)(F)F)s2)c1	2.8%	-5.3%	0.2%
CCN1C(=O)CC(SC2CC(=O)N(CC)C2=O)C1=O (stereo unspecified)	.	-1.0%	3.66µM*
FC(F)(F)c1cc(-c2ccco2)nc(-n2nnc3ccccc32)n1	6.8%	-9.0%	-20.7%
CN(C)CCN(Cc1ccccc1)C(=O)[C@H](Cc1ccccc1)N1C(=O)c2ccccc2C1=O	-2.8%	10.8%	-2.2%
O=C(NCc1ccc(Cl)cc1)c1cnc2sc(N3CCCCCC3)nn2c1=O	.	-2.0%	14.6%
CC1=NN(c2nc(-c3ccc(C)cc3)cs2)C(=O)C1N=Nc1cccc(O)c1 (stereo unspecified)	-1.0%	-3.8%	?
CCc1ccc(CNC(=O)c2cnc3sc(N4CCCCC4)nn3c2=O)cc1	.	21.9%	-21.1%
CC1CCN(CC(=O)Nc2nn(-c3ccccc3)nc2C(N)=O)CC1	3.5%	0.0%	2.6%
O=C(COC(=O)c1cc(S(=O)(=O)N2CCOCC2)ccc1O)NCCc1ccccc1	-23.6%	-0.2%	-7.3%
CN1CCN(c2ccccc2NC(=O)c2ccc(-c3ccccc3)cc2)CC1	?	-6.8%	?
CCC(C)N1C(=S)SC(C)(C)C1N(O)C(=O)NC1CCCCC1 (stereo unspecified)	-1.9%	-4.1%	-24.1%
O=S1OCCN1c1ccccc1 (stereo unspecified)	-0.6%	9.5%	-13.1%
CCc1c(C)sc(NC(=O)c2cc(-c3ccc(OC)c(OC)c3)on2)c1C#N	13.2%	-6.6%&-5.3%	-26.7%&-20.3%
C/C(=N\NC(=O)c1ccc(N2CCCC2=O)cc1)c1ccc(O)cc1O	-3.2%	19.9%	4.61µM*
O=C(Cn1c(=O)nc(-c2ccccc2)c2cc(Cl)ccc21)NCCc1ccccc1	.	20.6%	-12.3%
Cc1cccc2cc(C#N)c(SCC#N)nc12	10.5%	5.2%	-2.6%
Cc1ccc(OCC(=O)Nc2ccc(N3CCN(C(=O)c4ccc(C)cc4)CC3)cc2)cc1	-0.3%	11.6%	-26.8%
CCn1nc(C)c(C2C(C#N)=C(N)OC3=C2C(=O)CC(C)(C)C3)c1C (stereo unspecified)	-3.5%	7.2%	-3.9%
CCNS(=O)(=O)c1ccc2c(c1)n(C)c(=O)n2C	6.1%	-10.9%	1.5%
O=C(c1ccc(Cl)cc1)N(Cc1ccccc1F)N1C(=O)CCCC1=O	15.6%	4.2%	0.0%
CCSc1nc(=O)c2c(n1C)NC(=O)CC2c1ccc(O)cc1OC (stereo unspecified)	.	3.5%	6.6%
C=CCNC(=O)/C(=C\c1ccco1)NC(=O)c1ccco1	-10.4%	12.4%	16.2%
CN(CC(=O)Nc1ccccc1Cl)CC(=O)N(C)c1c(N)n(Cc2ccccc2)c(=O)[nH]c1=O	.	0.6%	-4.0%
Cc1ccc(Nc2cc(C)nc3nnnn23)cc1	-0.5%	-1.6%	-1.3%
CCC(C)[C@H](NC(=O)[C@H](Cc1ccccc1)n1c(=O)[nH]c2ccccc2c1=O)C(=O)N1CCC[C@@H]1C(=O)O (stereo partly specified)	5.0%	-3.6%	11.9%
Cc1cc(Cl)ccc1NS(=O)(=O)c1c(C(=O)N2CCC(C)CC2)c(C)n(C)c1C	.	-8.7%	?
Cc1ccc(O)c(C(=O)c2cc(C(=O)NCCc3ccccc3)c(=O)n(CCc3ccccc3)c2)c1	11.8%	-10.4%	?
Cc1ncc(CO)c(/C=N/NC(=O)c2ccccc2Br)c1O	-19.6%	11.8%	?
Cc1ccc(C(=O)Nc2ccc3c(c2)OCCO3)c(C)c1	-11.0%	13.1%	?
Cc1cccc(N(CC(=O)Nc2ccccc2F)S(C)(=O)=O)c1	5.9%	-6.4%	-18.9%
NC(=O)C1(N2CCCCC2)CCN(CC(=O)Nc2ccc(Oc3ccccc3)cc2)CC1	-13.5%	1.8%	?
COc1cc(NC(=O)c2cnn(-c3cccc(F)c3)c2C2CCNCC2)cc(OC)c1OC	.	-2.0%	0.9%
CS(=O)(=O)N1CCN(c2ccccc2NC(=O)c2ccco2)CC1	-3.3%	-6.4%	-0.7%
CC(=O)c1c(N2CCOCC2)nc(=S)n(-c2ccccc2)c1C	6.0%	10.8%	-6.0%
Cc1ccc(C)c(NC(=O)c2nn(C)c3c2CS(=O)(=O)c2ccccc2-3)c1	.	-16.8%	?
CN1C(=S)N(c2ccccc2)C(=O)/C1=C/c1cccs1	14.2%	7.2%	-21.2%
CN1CCN(C(=O)CCc2ncc(C(F)(F)F)cc2Cl)CC1	-0.2%	4.2%	-0.8%
CC(c1cccs1)N(Cc1ccco1)C(=S)Nc1ccccc1Cl (stereo unspecified)	-6.0%	4.1%	-4.8%
O=C(Cn1cnc2c(nnn2-c2cccc(Cl)c2)c1=O)N1CCCC1	-2.7%	-2.1%	-15.6%
CCc1nnc(NC(=O)CSc2nnc(-c3ccc(O)cc3)n2C)s1	12.8%	-5.5%	23.6%
CCOC(=O)N/N=C(/C)c1cccc(-n2cnnn2)c1	-4.0%	2.2%	-3.2%
CC1CCc2onc(C(=O)N3CCN(c4cccc(Cl)c4)CC3)c2C1 (stereo unspecified)	.	3.7%	?
COc1ccc(CCNC(=O)COC(=O)c2cccn2C)cc1	.	-3.7%	-4.6%
Cn1c2c(c(=O)n(C)c1=O)C(c1ccccc1[N+](=O)[O-])CC(=O)N2 (stereo unspecified)	.	-6.8%	-24.3%
O=C(CSC(=S)N1CCCC1)NCC(=O)Nc1ccc(F)c(F)c1	-11.7%	-4.7%	-0.5%
O=C(NNc1c(F)c(F)cc(F)c1F)c1cc2ccccc2oc1=O	1.2%	-7.2%	-5.5%
Cc1oc(-c2cccc(Cl)c2)nc1CS(=O)(=O)CC(=O)NCCCN1CCOCC1	-4.3%	16.9%	12.9%
O=C(Nc1ccccc1)Nc1ccc(Br)c(Cl)c1	3.2%	-2.7%	?
CNC(=S)N1N=C(c2ccccc2)CC1c1ccc(Br)cc1 (stereo unspecified)	11.0%	-19.6%	-29.7%
CSc1ccc(Cl)c(C(=O)N(C)CC(=O)Nc2ccc(N3CCOCC3)cc2)c1	-12.6%	2.5%	-23.3%
Cc1cc(C)c2ccc(C(=O)O)nc2c1O	4.0%	6.1%	?
CC(=O)NC1CC2CCCC(C1)N2S(=O)(=O)c1cccc(F)c1 (stereo unspecified)	-1.3%	17.3%	-17.6%

New compounds follow
SMILES	N370S GC mod	FEN1 inh	TDP1 cell CPT
CCN(CC)C(C)C(=O)NCC1(c2ccccc2)CCOCC1 (stereo unspecified)	-3.4%	-9.9%	9.3%
NCCCC[C@@H](C(=O)N1CCNCC1)n1cc([C@@H](N)CC(N)=O)nn1	-0.3%	-1.5%	?
CC(=O)NC1C(O)OC(CO)C(O)C1O (stereo unspecified)	2.9%	-3.4%	2.0%
O=C(Nc1ccc(-c2cn3ccccc3n2)cc1)c1ccc(Cl)cc1	-21.7%	-5.4%	23.1µM*
CCCC(=O)Nc1ccc(Cl)c(NC(=O)CC)c1	-2.3%	21.8%	?
Cc1cc(C(=O)Nc2ccc(Br)cc2)c2ccccc2n1	-6.7%	17.6%	-1.6%
O=C(CSc1nccn(-c2ccc(Br)cc2)c1=O)NCc1ccccc1	-4.9%	2.7%	-23.0%
CC1CCN(CC(O)COc2ccc(OCC(O)CN3CCC(C)CC3)cc2)CC1 (stereo unspecified)	-19.7%	6.4%	?
COc1ccc(-n2nc3c(c2NC(=O)COc2ccccc2)CS(=O)C3)cc1 (stereo unspecified)	1.3%	0.7%	-7.2%
COc1ccc(-n2c(SCC(=O)O)nc3sc4c(c3c2=O)CCC4)cc1	-0.3%	-0.7%	-2.0%
CN(C)c1ccc(NC(=O)CSC2=Nc3ccccc3C3=NC(CC(=O)NCc4ccccc4)C(=O)N23)cc1 (stereo unspecified)	.	0.5%	-8.2%
COc1ccc(-c2noc(-c3ccc(N4CCCCC4)c([N+](=O)[O-])c3)n2)cc1	.	-10.3%	1.3%

Single records (already shown). Order of screens: N370S GC mod, FEN1 inh, TDP1 cell CPT
CNC(=S)N1N=C(c2ccccc2)CC1c1ccc(Br)cc1 (stereo unspecified) reads 11.0%, -19.6%, -29.7%
Cc1ccc(Nc2cc(C)nc3nnnn23)cc1 reads -0.5%, -1.6%, -1.3%
CCOC(=O)C1=CN(Cc2cccc(F)c2)S(=O)(=O)NC1CCc1ccccc1 (stereo unspecified) reads ., -25.5%, ?
CCCC(=O)Nc1ccc(Cl)c(NC(=O)CC)c1 reads -2.3%, 21.8%, ?
O=C(NCc1ccc(Cl)cc1)c1cnc2sc(N3CCCCCC3)nn2c1=O reads ., -2.0%, 14.6%
